Screens from PubChem BioAssay.
UTI89 phage lysis – inhibition of K1F phage lysis, E. coli UTI89, bacterial capsule biogenesis inhibitors, alamar blue (AID 488966); E. coli UTI89 K1F phage lysis, alamar blue, 2 h; higher % means a stronger effect; inhibition, % at 100 µM; hits with a dose series show IC50 in µM; hit rate 0.02% among 340,000;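 active = phage lysis inhibition, versus mean bacterial control, above a set limit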;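 note: capsule biogenesis inhibitors block K1F phage lysis so surviving cells raise fluorescence; higher fluorescence means more inhibition of phage lysis; actives were called in the ten point dose series up to 300 µM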
Hep lipid drop – hepatic lipid droplet formation modulation; AID 1656; AML12 mouse hepatocytes, oleate lipid droplets, BODIPY imaging; hit rate 0.4% among 240,000; inhibition, % at 6.5 µM;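 active = lipid droplet intensity inhibited by at least 50%, with more than 500 cells counted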
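Assay system: AML12 mouse liver cells | Compound: 6.5 µM single-point dosing | Schedule: Overnight exposure | Technique: Fluorescence imaging, 20x objective, two fields per well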
TNAP activation fold – human TNAP enzyme activators, primary screen, biochemical, luminescent, no phosphate acceptor, uHTS (AID 1001); hit rate 0.03% among 200,000; purified TNAP, luminescent activation assay, no phosphate acceptor; higher activation fold means a stronger effect; activation fold at 20 µM; hits with a dose series show EC50 in µM; in the data active = activation fold from about 3, or a potency from the dose series; inactive = the rest, 99 in 100 with activation fold below about 1.6; note: many of its hits are not listed in these tables
PMI inhibitors – inhibitors of human PMI, primary screen, biochemical, fluorescence intensity, coupled assay (AID 1209). purified PMI enzyme, coupled fluorescence intensity; higher % means a stronger effect. inhibition, % at 20 µM, or IC50 in µM where a hit was titrated. hit rate 0.42% among 190,000;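 note: plate controls were DMSO vehicle for no effect and wells lacking substrate for full effect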
XIAP displacement – XIAP antagonists, biochemical, IAP family, fluorescence polarization (AID 1018); XIAP BIR domain, fluorescence polarization peptide displacement; higher % means a stronger effect; hit rate 0.007% among 200,000; one-dose displacement, % at 20 µM; IC50 in µM for titrated hits; in the data active = displacement above about 50%; note: a part of the inactive calls stands beside numbers as strong as those of hits
P. falciparum M1AAP – P. falciparum M1AAP inhibitors, biochemical, fluorogenic H-Leu-NHMec substrate, 1536-well (AID 1445). hit rate 0.42% among 220,000. recombinant M1AAP, H-Leu-NHMec fluorogenic kinetic assay; higher % means a stronger effect. inhibition, % at 30 µM, or IC50 in µM where a hit was titrated;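 active = primary inhibition above the hit cutoff, then over 50% inhibition at one or more dose response concentrations, cut at about 23% in these data, passing the limit was not always enough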;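 note: plate controls were DMSO full reaction for no effect and no enzyme background for full effect; strong numbers were not always called active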
human PMI inhibitors – MPI inhibition at elevated mannose 6-phosphate – biochemical, fluorescence intensity, high mannose 6-phosphate, primary screen (AID 1220). inhibition, % at 20 µM, or IC50 in µM where a hit was titrated. hit rate 0.66% among 190,000. recombinant PMI enzyme, coupled fluorescence intensity; higher % means a stronger effect
M17LAP inhibition – P. falciparum M17LAP inhibitors, primary screen, biochemical, fluorogenic H-Leu-NHMec substrate, 1536-well (AID 1619) | recombinant M17LAP, H-Leu-NHMec fluorogenic kinetic assay; higher % means a stronger effect | one-dose inhibition, % at 30 µM; IC50 in µM for titrated hits | hit rate 0.38% among 220,000;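 active = compound inhibiting the enzyme by more than half at any dose during confirmatory dose-response retesting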;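 note: plate controls were full reaction with DMSO carrier for no effect and no enzyme background for full effect; strong numbers were not always called active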
Siah-1 displacement – Siah-1 peptide-binding antagonists, primary screen, biochemical, fluorescence polarization, rhodamine-plectin, uHTS (AID 1817) | displacement, % at 20 µM; hits with a dose series show IC50 in µM | Siah-1 / rhodamine-plectin peptide fluorescence polarization; higher % means a stronger effect | hit rate 0.02% among 290,000;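 active = displacement of at least 50% at 20 µM, with a fluorescence ratio check between 0.3 and a set limit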;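 note: plate controls were Siah plus tracer with DMSO for no effect and tracer alone without Siah for full effect; strong numbers were not always called active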
Hep lipid drop cells 6.5 µM – second read-out of Hep lipid drop, no call of its own (marks repeat the call); cell count; measured here: cell count, cytotoxicity flag;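 cells counted across two imaged fields per well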
* marks the source's active call; other numbers are inactive results; . = not tested or not shown; [ ] = dose if it differs, or a comment. Cut-off read from the data, not from the text of the source, unless noted: active = inhibition above about 50%; inactive = the rest.

SMILES	UTI89 phage lysis	Hep lipid drop	Hep lipid drop cells 6.5 µM	TNAP activation fold	PMI inhibitors	XIAP displacement	P. falciparum M1AAP	human PMI inhibitors	M17LAP inhibition	Siah-1 displacement
CCC(C)NC(=O)c1cc(Cl)ccc1OC (stereo not given)	-0.3%[50 µM]	-3	780	1	8%	-8.2%	-2%	10%	6%	-6%
CCOC(=O)C1=NN(c2ccccc2C)C2=NC(C)=C(C(=O)OC)C(c3cccs3)N12 (stereo not given)	-0.2%	3	721	1.1	-4%	-7.8%	6%	-2%	8%	17%
CCOC(=O)c1ccc(-n2c(CN3CCC(C(N)=O)CC3)nc3ccc([N+](=O)[O-])cc3c2=O)cc1	0.1%	-5	660	1	-21%	-4.7%	8%	-5%	7%	-1%
Oc1ccc(Nc2nc(-c3cccs3)cs2)cc1	0.2%[50 µM]	3	692	1.1	-13%	-0.9%	10%	-7%	3%	9%
COc1cccc(-c2csc(N3CCN(C(=O)Nc4ccccc4Cl)CC3)n2)c1	0.1%	6	793	1.1	13%	-2.8%	2%	7%	8%	-2%
CN(C)S(=O)(=O)c1cccc(NC(=O)COC(=O)/C=C/c2ccc3c(c2)OCO3)c1	0.5%	-2	698	1.1	10%	-6.0%	0%	6%	-8%	2%
COc1ccc(NC(=O)c2onc(C)c2Cl)cc1	-0.2%[50 µM]	-1	624	.	.	.	4%	.	-10%	-5%
O=C(/C=C/c1ccccc1)NNC1=NS(=O)(=O)c2ccccc21	-0.4%	3	701	1.4	0%	-5.8%	10%	-5%	40%	6%
CC(C)OCCCNc1ncc2c(n1)CC(c1cccs1)CC2=O (stereo not given)	-0.2%	14	714	1.1	28%	0.1%	1%	62%*	2%	9%
Cc1c(NC(=O)C2CCCCN2S(=O)(=O)c2ccc(Cl)cc2)c(=O)n(-c2ccccc2)n1C (stereo not given)	-0.1%	-12	597	1.1	3%	-1.4%	0%	5%	2%	3%
CCC(C)(C)NC(=O)C(c1ccc(F)cc1)N(Cc1ccco1)C(=O)CCC(=O)Nc1ccccn1 (stereo not given)	2.8%	.	.	1.1	-2%	-3.0%	-3%	-5%	4%	-1%
Cc1cccc(C)c1N1C(=O)c2cccc([N+](=O)[O-])c2C1=O	1.7%[50 µM]	3	713	1	-8%	-7.5%	1%	-1%	9%	-2%
CCN(/C=N/c1sc2c(c1C#N)CC(C)(C)NC2(C)C)CC	4.8%	-22	740	1.1	6%	-6.0%	9%	-2%	17%	-2%
COCCNc1c(-c2cc3ccc(C)c(C)c3[nH]c2=O)nc2ccccn12	1.3%	-43	627	1	13%	-1.5%	11%	20%	51%	-4%
O=C(O)CSc1nc(-c2cccs2)cc(C(F)(F)F)n1	.	16	729	1	-2%	22%	-3%	-3%	-22%	-2%

Four compounds picked at random from the list so far, as already listed:
SMILES	UTI89 phage lysis	Hep lipid drop	Hep lipid drop cells 6.5 µM	TNAP activation fold	PMI inhibitors	XIAP displacement	P. falciparum M1AAP	human PMI inhibitors	M17LAP inhibition	Siah-1 displacement
COc1cccc(-c2csc(N3CCN(C(=O)Nc4ccccc4Cl)CC3)n2)c1	0.1%	6	793	1.1	13%	-2.8%	2%	7%	8%	-2%
COCCNc1c(-c2cc3ccc(C)c(C)c3[nH]c2=O)nc2ccccn12	1.3%	-43	627	1	13%	-1.5%	11%	20%	51%	-4%
COc1ccc(NC(=O)c2onc(C)c2Cl)cc1	-0.2%[50 µM]	-1	624	.	.	.	4%	.	-10%	-5%
Cc1cccc(C)c1N1C(=O)c2cccc([N+](=O)[O-])c2C1=O	1.7%[50 µM]	3	713	1	-8%	-7.5%	1%	-1%	9%	-2%

More records follow.
SMILES	UTI89 phage lysis	Hep lipid drop	Hep lipid drop cells 6.5 µM	TNAP activation fold	PMI inhibitors	XIAP displacement	P. falciparum M1AAP	human PMI inhibitors	M17LAP inhibition	Siah-1 displacement
CCN(CCNS(=O)(=O)c1ccc2[nH]c(=O)sc2c1)c1ccccc1	-2.3%	-3	657	1.1	17%	1.2%	13%	15%	15%	15%
CCOc1cc(CNC(CC)CO)ccc1OCC(=O)Nc1cccc(C(F)(F)F)c1 (stereo not given)	0.7%	11	668	1.1	1%	-3.6%	6%	4%	1%	-1%
N#Cc1ccc(S(=O)(=O)N2CCCN(c3ccc(C(F)(F)F)cn3)CC2)cc1	.	-32	685	.	.	.	-2%	.	-2%	0%
O=C(CN1CCCC1)Nc1cc(F)ccc1F	1.1%	2	689	1.1	-2%	-5.1%	-2%	-1%	-1%	3%
Cc1ccc(S(=O)(=O)N2CCCC(C(=O)NCCC(C)C)C2)cc1 (stereo not given)	0.5%	-3	705	1	10%	-1.6%	-4%	6%	-2%	-2%
Cc1ccccc1OCC(=O)NCCN1CCCC1	2.0%	.	.	1	-6%	-4.1%	-1%	-11%	3%	1%
CC1CC(C)CN(S(=O)(=O)c2ccc(C(=O)N(c3ccccn3)C3CCCCC3)cc2)C1 (stereo not given)	0.1%	-3	678	1	-9%	-8.4%	1%	-2%	-6%	5%
COc1ccccc1CNC(=O)c1cc2c(=O)[nH]c3ccccc3c2n1C	.	1	653	1	19%	7.6%	-1%	40%	0%	-5%
CC1=NCC(C)c2c1[nH]c1ccccc21 (stereo not given)	-0.3%	.	.	1.1	19%	-2.1%	6%	-3%	3%	4%
Cc1cccc(OCC(O)Cn2c(-n3nc(C)cc3C)nc3c2c(=O)[nH]c(=O)n3C)c1 (stereo not given)	2.7%[50 µM]	.	.	1.2	3%	-3.5%	4%	-3%	8%	2%
COc1ccc(CNC(=O)C2CCC(CNc3c(N4CCCCC4)c(=O)c3=O)CC2)cc1 (stereo not given)	0.5%	0	735	.	.	.	6%	.	-6%	0%
CCC(/C=C1\Sc2ccc(OC)cc2N1CCO)=C\c1sc2ccc(OC)cc2[n+]1CCO	-7.7%	-2	642	0.5	24%	-5.7%	12%	13%	39%	-7%
COc1cc(OC)cc(C(=O)NC2CCN(CC(=O)Nc3cccc4ccccc34)CC2)c1	1.4%	-24	752	1.2	12%	-6.7%	14%	17%	-6%	6%
COc1ccc(-c2nnc(SCc3ccccc3F)o2)cc1OC	0.2%	.	.	1.1	15%	-2.9%	1%	11%	-1%	1%
COc1cc(/C=N/NC(=O)c2ccc(O)cc2)ccc1Oc1ccc([N+](=O)[O-])cn1	0.1%	2	642	1.1	11%	-8.2%	6%	1%	2%	-2%

With a hit mark in human PMI inhibitors, of those listed so far:
SMILES	TNAP activation fold	PMI inhibitors	XIAP displacement	P. falciparum M1AAP	human PMI inhibitors	M17LAP inhibition	Siah-1 displacement
CC(C)OCCCNc1ncc2c(n1)CC(c1cccs1)CC2=O (stereo not given)	1.1	28%	0.1%	1%	62%*	2%	9%

The results go on.
SMILES	UTI89 phage lysis	Hep lipid drop	Hep lipid drop cells 6.5 µM	TNAP activation fold	PMI inhibitors	XIAP displacement	P. falciparum M1AAP	human PMI inhibitors	M17LAP inhibition	Siah-1 displacement
CCOc1ccc(NS(=O)(=O)c2ccc3c(c2)N(C(C)=O)CC3)cc1	-0.4%	-1	657	1.1	14%	-5.8%	11%	12%	5%	-4%
CC(C)NS(=O)(=O)c1ccc(OCC(=O)NCC2CCCO2)c(Cl)c1 (stereo not given)	-0.2%	-6	762	1.1	-1%	-2.1%	6%	-2%	1%	0%
C/C(=N/NC(=O)c1ccc(Br)o1)c1ccc(C)o1	0.9%[50 µM]	0	585	1	-11%	-8.2%	10%	-11%	55%	-4%
COc1ccc(N2C(=O)C3ON(C4SC(=S)N(C)C4(C)C)C(c4ccc(Cl)cc4)C3C2=O)cc1 (stereo not given)	-5.4%	-7	488	1.1	15%	-3.7%	2%	14%	-4%	-5%
N=c1c(-c2nc3ccccc3[nH]2)cc(C(=O)c2cccs2)nn1-c1ccccc1	0.9%	-7	803	1	0%	-4.5%	-1%	-2%	30%	-9%
COc1cc(/C=C/C(=O)Nc2ccc(C(C)=O)cc2)cc(OC)c1OC	-0.8%	-1	672	1.1	-3%	-3.9%	16%	1%	10%	0%
CCOC(=O)c1c(-c2ccccc2)csc1NC(=S)N(CC)CC	0.1%	0	600	1.1	16%	-2.5%	10%	15%	-1%	2%
COc1ccc(N2CCC(CNC(=O)Nc3ccc(OC)cc3OC)C2)cc1 (stereo not given)	-0.2%	.	.	1.2	43%	-0.8%	14%	56%*	-3%	2%
CN(C)CCCN(C(=O)c1ccco1)c1nc2c(F)cccc2s1	0.3%	-12	625	1	-7%	0.2%	5%	-6%	-2%	-1%
COc1ccc(C)cc1NC(=O)COC(C)=O	0.3%	-1	831	1.1	4%	-8.4%	0%	2%	-1%	-7%
COc1ccc(N(CC(=O)N/N=C/c2ccco2)S(=O)(=O)c2ccccc2)cc1Cl	0.2%	2	690	.	.	.	6%	.	4%	7%
COc1ccc(CNCC(=O)Nc2cc(C)nn2-c2nc(C)cc(C)n2)cc1OC	.	23	680	.	.	.	-7%	.	12%	-1%
CC(=O)NCc1cn2c(C)csc2n1	0.2%	-3	710	1.1	0%	-7.1%	-2%	4%	-1%	-2%
Cc1cccc2c(CCNC(=O)c3ccc([N+](=O)[O-])cc3)c[nH]c12	-2.1%	-17	432	1.1	4%	-6.5%	0%	-3%	-5%	2%
CN1CCOC(=O)/C1=N/Nc1cc(Cl)ccc1Cl	-0.2%	4	708	1	-19%	-8.2%	0%	-1%	0%	-4%
CCOCCCn1c(=S)[nH]c2cc(C(=O)N3CCC(C(N)=O)(N4CCCCC4)CC3)ccc2c1=O	0.3%	-2	731	1.1	-12%	-2.9%	8%	-13%	0%	18%
NS(=O)(=O)c1cccc(NC(=S)NC(=O)C23CC4CC(CC(C4)C2)C3)c1	-1.6%[50 µM]	-11	561	0.9	0%	-4.9%	-1%	-48%	-3%	8%

Sorted by SMILES length (largest number first): 3 of the compounds above
SMILES	UTI89 phage lysis	Hep lipid drop	Hep lipid drop cells 6.5 µM	TNAP activation fold	PMI inhibitors	XIAP displacement	P. falciparum M1AAP	human PMI inhibitors	M17LAP inhibition	Siah-1 displacement
CCC(/C=C1\Sc2ccc(OC)cc2N1CCO)=C\c1sc2ccc(OC)cc2[n+]1CCO	-7.7%	-2	642	0.5	24%	-5.7%	12%	13%	39%	-7%
COc1cccc(-c2csc(N3CCN(C(=O)Nc4ccccc4Cl)CC3)n2)c1	0.1%	6	793	1.1	13%	-2.8%	2%	7%	8%	-2%
COc1ccc(N2CCC(CNC(=O)Nc3ccc(OC)cc3OC)C2)cc1 (stereo not given)	-0.2%	.	.	1.2	43%	-0.8%	14%	56%*	-3%	2%
